Bioassay records deposited in PubChem by several laboratories.
Bcl-B Bim block = inhibitors of Bim-Bcl-B binding, primary screen, biochemical, multiplexed, human Bcl-2 family. Bcl-2-like protein 10 (Homo sapiens), Q9HD36. bead-based flow cytometry, Bim peptide-Bcl-B binding. inhibition, % at 10 µM. 0.073% of 190,000 active;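 also: 0% = tracer peptide without compound and 100% = reference inhibitor peptide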
Bim-Bcl-2 = inhibitors of Bim-Bcl-2 binding, primary screen, biochemical, multiplexed, human Bcl-2 family; Apoptosis regulator Bcl-2 (Homo sapiens), P10415; Bead-based flow cytometry, Bim peptide-Bcl-2 binding; inhibition, % at 10 µM; 0.06% of 190,000 active; AID 950, 2007; in the data active = inhibition above about 40%; inconclusive = no clear call, values can overlap the other calls;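 also: 0% = no compound wells with probe peptide and 100% = reference peptide inhibitor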
Bim-Bcl-W = inhibitors of Bim binding to Bcl-W, primary screen, biochemical, multiplexed, bead-based flow cytometry | Bcl-2-like protein 2 (Homo sapiens), Q92843 | Bim peptide-Bcl-W binding | inhibition, % at 10 µM | 0.02% of 190,000 active | AID 952, 2007;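 also: 0% = bound tracer without compound and 100% = peptide blocker; higher means less fluorescent Bim peptide bound to Bcl-W beads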
Target sequence (Q92843 whole entry, looked up): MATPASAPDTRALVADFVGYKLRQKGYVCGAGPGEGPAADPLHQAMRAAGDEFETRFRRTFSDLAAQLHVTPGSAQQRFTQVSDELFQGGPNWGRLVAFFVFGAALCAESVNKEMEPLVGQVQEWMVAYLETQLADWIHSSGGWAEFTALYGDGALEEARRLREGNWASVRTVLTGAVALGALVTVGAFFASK
Bim-Bcl-XL = inhibitors of Bim-Bcl-XL binding, primary screen, biochemical, multiplexed, bead flow cytometry, human Bcl-XL | Bim peptide-Bcl-XL binding, fluorescence | inhibition, % at 10 µM | 0.04% of 190,000 active
Bim-Mcl-1 = inhibitors of Bim peptide binding to Mcl-1, primary screen, biochemical, bead-based flow cytometry, multiplex; Bim peptide-Mcl-1 binding; 0.1% of 190,000 active; Induced myeloid leukemia cell differentiation protein Mcl-1 (Homo sapiens), Q07820; inhibition, % at 10 µM; AID 1009, 2008;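 also: 0% = no compound tracer wells and 100% = peptide blocker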
Target sequence (Q07820 whole entry, looked up): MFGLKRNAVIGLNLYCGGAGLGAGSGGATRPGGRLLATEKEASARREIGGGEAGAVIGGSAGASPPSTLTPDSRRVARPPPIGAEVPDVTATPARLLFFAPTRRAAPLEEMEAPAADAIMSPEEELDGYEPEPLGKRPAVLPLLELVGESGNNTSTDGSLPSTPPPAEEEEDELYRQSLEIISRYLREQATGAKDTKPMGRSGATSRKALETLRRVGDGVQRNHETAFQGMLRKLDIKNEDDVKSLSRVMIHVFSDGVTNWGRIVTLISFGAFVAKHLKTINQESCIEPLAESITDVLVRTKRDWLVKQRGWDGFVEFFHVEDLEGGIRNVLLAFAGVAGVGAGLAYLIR
RGS8-Gao = RGS8-Galphao binding modulators, primary screen, biochemical, multiplexed bead flow cytometry; actives lie on both sides; 0.34% of 220,000 active; AID 1423, 2008; response (percent of control binding), % at 10 µM; in the data active = response below about 60% or above about 140%; inactive = in between;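 also: Galphao activated as the GDP aluminium fluoride complex binding bead-coupled RGS8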
Target sequence (P09471 whole entry, looked up): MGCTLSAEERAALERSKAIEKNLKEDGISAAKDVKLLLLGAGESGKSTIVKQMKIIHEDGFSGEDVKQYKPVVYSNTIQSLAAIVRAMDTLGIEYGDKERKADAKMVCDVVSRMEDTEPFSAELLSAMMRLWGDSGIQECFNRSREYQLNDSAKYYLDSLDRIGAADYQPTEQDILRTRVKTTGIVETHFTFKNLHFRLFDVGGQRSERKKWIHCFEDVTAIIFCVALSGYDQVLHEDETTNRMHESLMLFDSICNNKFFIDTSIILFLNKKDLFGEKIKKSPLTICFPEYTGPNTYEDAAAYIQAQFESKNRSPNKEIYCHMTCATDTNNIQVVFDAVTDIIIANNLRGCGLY
Mcl1-Noxa inh = Mcl-1/Noxa binding inhibitors, primary screen, biochemical, TR-FRET, 1536-well; Induced myeloid leukemia cell differentiation protein Mcl-1 (Homo sapiens), Q07820; TR-FRET Mcl-1/Noxa peptide binding, 2 h; inhibition, % at 21.7 µM; 1.5% of 220,000 active;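 active = compounds that cut the protein-peptide binding signal by more than 50% relative to plate controls in a single-dose test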;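 also: His-tagged Mcl-1 with rhodamine Noxa BH3 peptide and terbium anti-His antibody; 0% = Mcl-1 plus Noxa peptide wells and 100% = peptide-only wells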
RGS7-Gao reg = RGS7-Galphao binding modulators, primary screen, biochemical, multiplexed bead flow cytometry; actives lie on both sides; Guanine nucleotide-binding protein G(o) subunit alpha (Homo sapiens), P09471; binding response (% of control), % at 10 µM; 0.35% of 220,000 active; in the data active = binding response below about 49% or above about 150%; inconclusive = no clear call, values can overlap the other calls; inactive = in between;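 also: fluorescent Galphao held in activated GDP-AlF4 state binding bead-coupled RGS7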
RGS4-Gao reg = modulators of RGS4 binding to Galphao, primary screen, biochemical, multiplexed bead flow cytometry; Guanine nucleotide-binding protein G(o) subunit alpha (Homo sapiens), P09471; actives lie on both sides; binding response (% of control), % at 10 µM; 0.33% of 220,000 active; AID 1415, 2008; in the data active = binding response below about 49% or above about 150%; inactive = in between;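 also: fluorescent Galphao activated with aluminum fluoride binding bead-coupled RGS4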
Bfl-1 Bim block = inhibitors of Bim binding to Bfl-1, primary screen, biochemical, multiplexed, bead-based flow cytometry. Bcl-2-related protein A1 (Homo sapiens), Q16548. Bim-Bfl-1 binding inhibition. inhibition, % at 10 µM. 0.12% of 190,000 active;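 also: 0% = wells without compound plus tracer and 100% = blocker peptide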
Mcl1-Bid inh = Mcl-1/Bid binding inhibitors, primary screen, biochemical, TR-FRET, 1536-well; 0.97% of 220,000 active; Induced myeloid leukemia cell differentiation protein Mcl-1 (Homo sapiens), Q07820; TR-FRET Mcl-1/Bid-Dy647 peptide binding; inhibition, % at 21.7 µM; AID 1021, 2008;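 active = compounds that cut the binding signal by more than half at the single screening dose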;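 also: His-tagged Mcl-1 with europium anti-His antibody binding Bid BH3 peptide; 0% = Mcl-1 plus peptide wells and 100% = peptide-only wells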
Active calls of the source: *; ? = inconclusive; / = not tested or not shown. Rule as the data show it, unless noted: active = inhibition above about 40%.

SMILES	Bcl-B Bim block	Bim-Bcl-2	Bim-Bcl-W	Bim-Bcl-XL	Bim-Mcl-1	RGS8-Gao	Mcl1-Noxa inh	RGS7-Gao reg	RGS4-Gao reg	Bfl-1 Bim block	Mcl1-Bid inh
Cn1c(N)nc2ccccc2c1=O	/	/	/	/	/	99	14	?	103	/	2
N#Cc1cc(-c2ccc(Cl)cc2)cn(Cc2c(Cl)cccc2Cl)c1=O	1	-1	-2	0	-2	110	-4	108	112	-1	2
O=S1(=O)CC(NCc2ccccc2)C(Nc2ccccc2)C1 (centres undefined)	-7	-11	-1	-5	-2	102	5	100	102	-11	-4
Cn1nc2c3ccccc3n(Cc3ccccc3)c2nc1=S	/	/	/	/	/	102	4	?	100	/	10
CN1C(=O)N(C)C2C1N(C)S(=O)(=O)N2C (centres undefined)	-10	-11	-3	-5	-3	101	16	106	101	-14	2
Cc1ccc(Nc2cc(-n3cccn3)ncn2)c(C)c1	-13	-18	-3	-12	-3	101	7	99	100	-18	-18
COc1cccc(OC(C)c2ccnc3nc(/N=C/N(C)C)nn23)c1 (centres undefined)	-2	-12	-5	-10	-3	110	17	104	107	-9	6
COc1ccc(CC(=O)NCc2n[nH]c(=S)n2C)cc1	-6	-3	2	-1	-3	83	-16	97	96	2	-44
C(=N\N1CCN(c2ccccc2)CC1)/c1ccccc1	-4	-1	0	0	2	100	7	?	101	-6	-18
COc1ccccc1NC(=O)CCC(=O)O	-6	-2	0	-2	-3	97	1	98	103	0	-14
C=CCNC(=O)/C(C#N)=C/c1ccc(C)o1	-1	-2	-2	0	-4	102	5	102	100	-3	-30
O=C(CNCc1ccccn1)Nc1cc(S(=O)(=O)N2CCCCC2)ccc1Cl	-3	1	1	-3	1	102	-14	97	100	-2	-27
CCCC(=O)Nc1ccc(NC(=O)c2cccs2)cn1	-5	-6	0	-7	1	104	0	98	102	-8	-2
Cc1ccc(N(c2ncnc(N)c2[N+](=O)[O-])C2CCCCC2)cc1	-9	-7	0	-1	-2	97	5	98	97	-7	-9
C/C(=N\NC(=O)c1cc(C2CC2)nc2ccccc12)c1ccc(C)s1	-3	-6	3	-4	0	100	6	102	102	-11	-31
C=C(Cl)COc1ccc2c(CC)cc(=O)oc2c1	0	1	6	3	6	95	11	99	89	-3	5
CC1=C(C(=O)NCCN2CCN(C)CC2)C2(CCC(C)CC2)OC1=O (centres undefined)	-2	-2	0	0	0	100	0	101	98	0	-6
O=C(c1cccs1)N1CCN(S(=O)(=O)N2CCOCC2)CC1	-7	-13	0	-29	0	102	-8	102	102	-13	1
Cc1ccc(-c2noc(-c3cc(C(C)(C)C)nn3Cc3ccccc3)n2)cc1	/	/	/	/	/	101	-4	?	105	/	-11
N/C(=N\OC(=O)C1CCCCC1)c1cccc([N+](=O)[O-])c1	0	1	-2	0	0	100	0	100	99	0	-35
Cc1ccc(SCC(=O)NCCSCc2ccccc2)cc1	-8	-6	-7	-8	-2	102	-1	100	99	-14	-22
Cc1occc1C(=O)N/N=C/C(Br)=C/c1ccccc1	0	0	-1	-1	0	100	6	101	100	-5	-11
O=C(CN(Cc1cccs1)S(=O)(=O)c1ccc(S(=O)(=O)N2CCCCC2)cc1)Nc1ccccc1	-8	-5	-2	-8	-4	98	-5	101	100	-5	-25
COC(=O)c1ccc(COC(=O)c2ccc(CS(=O)(=O)c3ccc(C)cc3)cc2)cc1	4	3	2	1	0	98	-1	102	102	2	81*
Cn1cc(Cl)c(C(=O)NC2CCCCCC2)n1	-8	-8	0	-8	0	99	-1	107	102	-8	-5

Going on with the list.
SMILES	Bcl-B Bim block	Bim-Bcl-2	Bim-Bcl-W	Bim-Bcl-XL	Bim-Mcl-1	RGS8-Gao	Mcl1-Noxa inh	RGS7-Gao reg	RGS4-Gao reg	Bfl-1 Bim block	Mcl1-Bid inh
NC(=O)c1sc(-c2ccsc2)cc1NS(=O)(=O)c1ccc(C(F)(F)F)cc1	/	/	/	/	/	102	28	?	102	/	28
Cc1cc(C)c(OCC(=O)Nc2cccc(O)c2)cc1C	-7	-10	2	1	-2	98	3	99	98	-11	-11
O=C(COc1ccccc1)NCC(c1cccs1)N1CCOCC1 (centres undefined)	-12	-15	-7	-11	-8	102	8	102	103	-21	-5
CCc1ccc2nc3sc(C(=O)O)cc3cc2c1	-3	-6	0	0	-1	90	10	100	76	-4	-6
O=C(NNc1ccnc2cc(Cl)ccc12)C1CCCCC1	-11	-5	-4	-4	-2	92	20	?	95	-5	-20
COc1cccc(NC(=O)C2CC(=O)n3cnnc3S2)c1 (centres undefined)	-8	-7	-1	-9	-1	102	42	99	101	-25	-44
Cc1nc2ccc(F)cc2cc1C(=O)NC(C)C	2	8	0	0	-4	133	0	109	116	13	9
COc1ccc(C2c3ccc(O)cc3Oc3ncn(Cc4ccccc4)c(=N)c32)cc1OC (centres undefined)	/	/	/	/	/	106	23	?	108	/	-13
CCc1ccc(NC(=O)c2cnc3n(c2=O)CCS3)cc1	-6	-8	0	0	0	104	0	103	106	-10	-20
Cc1occc1C(=O)N/N=C/c1ccc(Cl)c([N+](=O)[O-])c1	-13	-10	-4	-8	-1	95	1	100	93	-12	5
COc1cc2[nH]c(=O)n(CCC(=O)N3CCN(Cc4ccccc4)CC3)c(=O)c2cc1OC	-9	-2	-4	-5	-4	101	3	97	101	-7	-5
O=c1cc(N2CCOCC2)[nH]c(=O)n1-c1ccc(Br)cc1	-3	-3	1	-5	0	98	-8	95	102	-10	-20
O=C(COc1ccc(Cl)cc1)NNC(=O)CSc1nncs1	-6	-2	4	-2	0	99	11	?	98	-9	-30
CN(C)c1ccc(C(CC(=O)O)NC(=O)c2ccc(Cl)cc2)cc1 (centres undefined)	-2	-1	0	-7	2	105	52*	108	108	-8	-91
CCn1c(SCC(=O)NCc2ccc(C)cc2)nnc1-c1ccncc1	-4	-7	1	-3	2	102	12	106	101	-9	4
COC(=O)CCN(C(=O)c1cc(OC)c(OC)c(OC)c1)c1ccccn1	-5	0	4	0	3	101	9	101	101	-14	-2
CC(C)N(CC#CCC(O)(c1ccccc1)c1ccccc1)C(C)C	-5	-3	-2	-5	-2	102	19	98	101	-1	-11
COc1ccc(N2CCN(C(CNC(=O)c3ccc4c(c3)OCO4)c3ccco3)CC2)cc1 (centres undefined)	-4	-5	-1	-5	0	99	10	100	104	-5	-37
CCCCCn1c2nc3ccccc3nc2c2c(=O)n(CC(C)C)cnc21	-2	-6	2	-10	-3	99	6	103	98	-6	1
CC(C)NCC(O)(c1ccc(Cl)cc1)c1ccc(Cl)cc1	-5	-4	-1	-6	-1	104	7	98	98	-5	-21
COc1ccccc1-c1cc(C(=O)Nc2cc(C)nn2-c2ccccc2)no1	-10	-5	0	-15	-6	108	-109	104	104	-6	-120
CCCCOc1ccc(C(=O)N2CCCC2C(=O)O)cc1 (centres undefined)	-5	-11	0	-7	-2	101	21	99	99	-19	-4
O=C(NCc1cccc(C(F)(F)F)c1)C1CC(c2c(Cl)cccc2Cl)=NO1 (centres undefined)	0	-1	-1	-1	-1	102	-8	102	105	0	8
O=C(O)Cn1ccc2ccccc21	/	/	/	/	/	102	0	?	104	/	-95
Cc1ccccc1C(=O)c1c[nH]c(C(=O)NCCCn2ccnc2)c1	0	3	0	0	2	99	6	103	102	-2	-41
COc1ccc(NC(=O)Cn2c(=O)n(-c3ccc(OC)cc3OC)c(=O)c3c(C)c(C)sc32)cc1	-3	1	0	-3	0	99	18	101	99	0	-16
Cc1ccc(NC(=O)c2cn(-c3cccc(C)n3)cn2)cc1	-1	-3	-1	-3	0	99	-6	98	99	-4	-13
Cc1ccc2c(c1)cc(CN(Cc1ccco1)S(=O)(=O)c1ccccc1)c1nnnn12	-13	-6	0	-4	0	98	18	96	96	-10	-6
COc1cc2[nH]c(=S)n(Cc3cccs3)c(=O)c2cc1OC	-6	2	3	1	7	100	-2	98	101	1	-23

Part of the list above in order of molecular weight, smallest number first:
SMILES	Bcl-B Bim block	Bim-Bcl-2	Bim-Bcl-W	Bim-Bcl-XL	Bim-Mcl-1	RGS8-Gao	Mcl1-Noxa inh	RGS7-Gao reg	RGS4-Gao reg	Bfl-1 Bim block	Mcl1-Bid inh
CCCCOc1ccc(C(=O)N2CCCC2C(=O)O)cc1 (centres undefined)	-5	-11	0	-7	-2	101	21	99	99	-19	-4
Cc1occc1C(=O)N/N=C/c1ccc(Cl)c([N+](=O)[O-])c1	-13	-10	-4	-8	-1	95	1	100	93	-12	5
COc1cc2[nH]c(=S)n(Cc3cccs3)c(=O)c2cc1OC	-6	2	3	1	7	100	-2	98	101	1	-23

Laid out differently: results already given
Compound | Bcl-B Bim block | Bim-Bcl-2 | Bim-Bcl-W | Bim-Bcl-XL | Bim-Mcl-1 | RGS8-Gao | Mcl1-Noxa inh | RGS7-Gao reg | RGS4-Gao reg | Bfl-1 Bim block | Mcl1-Bid inh
COC(=O)CCN(C(=O)c1cc(OC)c(OC)c(OC)c1)c1ccccn1 | -5 | 0 | 4 | 0 | 3 | 101 | 9 | 101 | 101 | -14 | -2
CC(C)N(CC#CCC(O)(c1ccccc1)c1ccccc1)C(C)C | -5 | -3 | -2 | -5 | -2 | 102 | 19 | 98 | 101 | -1 | -11
COc1ccc(N2CCN(C(CNC(=O)c3ccc4c(c3)OCO4)c3ccco3)CC2)cc1 (centres undefined) | -4 | -5 | -1 | -5 | 0 | 99 | 10 | 100 | 104 | -5 | -37

Arranged by value in RGS4-Gao reg (low to high): some entries from above
Structure | RGS4-Gao reg
COc1cc2[nH]c(=O)n(CCC(=O)N3CCN(Cc4ccccc4)CC3)c(=O)c2cc1OC | 101
O=C(COc1ccccc1)NCC(c1cccs1)N1CCOCC1 (centres undefined) | 103
COc1ccccc1-c1cc(C(=O)Nc2cc(C)nn2-c2ccccc2)no1 | 104
CCc1ccc(NC(=O)c2cnc3n(c2=O)CCS3)cc1 | 106
COc1ccc(C2c3ccc(O)cc3Oc3ncn(Cc4ccccc4)c(=N)c32)cc1OC (centres undefined) | 108
